Bioassay records as filed in PubChem BioAssay.
PTHR1 agonist – qHTS for PTHR1 Agonists: Primary Screen; Parathyroid hormone/parathyroid hormone-related peptide receptor (Homo sapiens), Q03431; HEK293 GP2 PTHR1 cells, GloSensor cAMP luminescence, 1 h; Potency, µM (highest dose often 115 µM), for the others: top-dose activation, usual class: activators; actives 0.075% (n = 410,000); AID 743266, 2014; also: nearly all actives have a fitted effect of over 55% in size; some results filed as inactive show a strong effect at the top dose; inactives centre near -15; many of its hits are not listed in these tables
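HEK-293-derived GP2 cells expressing PTHR1 and a GloSensor cAMP reporter, 3,000/well, plated overnight, given luciferin plus IBMX (each 0.5 mM as added) for 1 h at 37 °C, then compound for 1 h at 37 °C. Luminescence was read after 15 min at room temperature.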
EPAC2 antag – qHTS for Antagonist of cAMP-regulated guanine nucleotide exchange factor 2 (EPAC2): primary screen; Potency, µM (highest dose often 114 µM), without a hit: at the highest dose activity, negative = inhibition, most hits filed as inhibitors; actives 0.18% (n = 360,000); EPAC2 GEF exchange of Rap1B-BODIPY-GDP, fluorescence; also: % is scaled to controls: 0 for no effect and ±100 for the full control effect; nearly all actives have a fitted effect of over 45% in size; many of its hits are not listed in these tables
Target sequence (Q8WZA2 whole entry, looked up): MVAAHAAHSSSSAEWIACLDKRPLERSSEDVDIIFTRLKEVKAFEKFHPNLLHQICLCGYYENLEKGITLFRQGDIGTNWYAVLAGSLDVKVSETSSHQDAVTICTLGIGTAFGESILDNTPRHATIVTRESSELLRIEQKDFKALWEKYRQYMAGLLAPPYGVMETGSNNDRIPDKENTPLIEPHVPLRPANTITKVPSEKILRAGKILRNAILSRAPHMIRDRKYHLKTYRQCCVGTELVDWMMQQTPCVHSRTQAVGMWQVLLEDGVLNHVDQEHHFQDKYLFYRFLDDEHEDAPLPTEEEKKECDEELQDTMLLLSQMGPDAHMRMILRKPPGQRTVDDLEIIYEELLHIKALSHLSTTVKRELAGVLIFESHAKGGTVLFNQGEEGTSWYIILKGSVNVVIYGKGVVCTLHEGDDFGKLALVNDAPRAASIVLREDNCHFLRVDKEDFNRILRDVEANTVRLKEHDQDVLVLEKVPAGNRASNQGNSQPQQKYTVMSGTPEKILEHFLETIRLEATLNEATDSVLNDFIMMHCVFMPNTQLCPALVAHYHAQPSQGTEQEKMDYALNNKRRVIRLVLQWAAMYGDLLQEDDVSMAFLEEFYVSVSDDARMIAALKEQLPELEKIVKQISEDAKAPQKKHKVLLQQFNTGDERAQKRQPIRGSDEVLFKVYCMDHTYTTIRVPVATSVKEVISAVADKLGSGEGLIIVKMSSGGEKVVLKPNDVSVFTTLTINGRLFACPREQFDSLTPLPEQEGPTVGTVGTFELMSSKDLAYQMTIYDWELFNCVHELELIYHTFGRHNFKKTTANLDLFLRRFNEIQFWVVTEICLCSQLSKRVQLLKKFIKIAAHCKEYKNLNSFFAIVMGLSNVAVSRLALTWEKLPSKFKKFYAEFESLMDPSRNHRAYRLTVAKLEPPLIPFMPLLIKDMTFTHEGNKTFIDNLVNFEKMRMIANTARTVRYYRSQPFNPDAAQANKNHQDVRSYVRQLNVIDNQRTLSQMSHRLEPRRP
FUS yeast rescue – qHTS for Suppressors of FUS Proteinopathy: Primary screen using FUS-linked yeast assay. AID 1347120, 2019. S. cerevisiae FUS-expressing, growth rescue, OD600, 24 h. actives 0.24% (n = 390,000). Potency, µM (highest dose often 76.6 µM), without a hit: at the highest dose growth rescue (activation), usual class: activators;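 also: plate controls were DMSO vehicle for no effect and reference control for full effect; nearly all actives have a fitted effect of over 55% in size; some results filed as inactive show a strong effect at the top dose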
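Restored growth of FUS-toxic S. cerevisiae, read as 600 nm absorbance after 24 h at 30C in galactose medium (starting OD 0.005). Controls CP55940 and DMSO.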
EPAC1 agonist – qHTS for Agonist of cAMP-regulated guanine nucleotide exchange factor 3 (EPAC1): primary screen; actives 0.073% (n = 360,000); EPAC1 agonist qHTS, biochemical assay; response scale: 100% = response to 6.5 mM cAMP; Potency, µM (top dose mostly 154 µM), for the others: at the top dose activation, usual class: activators; Rap guanine nucleotide exchange factor 3 (Homo sapiens), O95398; also: nearly all actives have a fitted effect of over 60% in size
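Nucleotide exchange by EPAC1 (100 nM) on Rap1B–BODIPY-GDP (250 nM) in the presence of 50 uM GDP is tracked fluorescently at 480/540 nm over 30 min. Signals are normalized to a 6.5 mM cAMP control.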
EPAC1 antagonist – qHTS for Antagonist of cAMP-regulated guanine nucleotide exchange factor 3 (EPAC1): primary screen. actives 0.14% (n = 360,000). AID 720709, 2013. EPAC1 GEF assay, Rap1b-BODIPY-GDP exchange fluorescence. Potency, µM (top dose mostly 115 µM), for inactives: at the highest dose activity change, negative = inhibition, most hits filed as inhibitors;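 also: plate controls were vehicle for no effect and positive control for full effect; nearly all actives have a fitted effect of over 50% in size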
EPAC2 ag – qHTS for Agonist of cAMP-regulated guanine nucleotide exchange factor 4 (EPAC2): primary screen; Rap guanine nucleotide exchange factor 4 (Homo sapiens), Q8WZA2; EPAC2 activation, biochemical qHTS; response scale: 100% = 6.5 mM cAMP response; Potency, µM (doses to about 154 µM), for the others: at the top dose activation, most hits filed as activators; actives 0.079% (n = 360,000); AID 720711, 2013; also: nearly all actives have a fitted effect of over 50% in size
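Readout is BODIPY fluorescence (480 nm excitation, 540 nm emission), which falls as labeled GDP is exchanged off Rap1B. EPAC2 at 100 nM acted on 250 nM RAP1B-BODIPY-GDP with 50 uM GDP present.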
aSyn yeast inh – qHTS of alpha-syn Inhibitors; Yeast expressing alpha-synuclein, growth rescue, BacTiter-Glo, 24 h; Potency, µM (top dose mostly 46.1 µM), for the others: at the top dose growth rescue (activation), usual class: activators; actives 0.14% (n = 370,000); also: % of control where 0% means no effect; nearly all actives have a fitted effect of over 65% in size
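Screening used galactose-induced yeast with toxic alpha-synuclein levels, exposed to compound for 24 hr at 30 deg C. Cell growth, read with BacTiter-Glo luminescence, gave the measured signal.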
TDP43 rescue – qHTS of TDP-43 Inhibitors; TDP-43 expressing yeast growth rescue, BacTiter-Glo, 24 h; Potency, µM (highest dose often 46.1 µM), inactives show at the highest dose growth rescue (activation), most hits filed as activators; actives 1.8% (n = 410,000); also: % of control where 0% means no effect; nearly all actives have a fitted effect of over 50% in size
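Yeast cells expressing TDP-43 under galactose induction are exposed to compounds for 24 hr at 30 deg C. BacTiter-Glo luminescence measures growth, so protective compounds score as activators.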
Numbers without * were called inactive; i = inactive; ? = inconclusive; / = not tested or not shown; [ ] = dose if it differs, or a comment. Calls follow the shape of the dose curve; as a rule, active = well fitted curve in the direction sought with a large enough effect; inconclusive = small, poorly fitted or top-dose-only effect, or another doubt; inactive = no such curve, though single readings can be large; an effect the other way counts as inactive or inconclusive. Potency is read from the fitted curve at half-maximal effect.

SMILES	PTHR1 agonist	EPAC2 antag	FUS yeast rescue	EPAC1 agonist	EPAC1 antagonist	EPAC2 ag	aSyn yeast inh	TDP43 rescue
Cc1cccc(N2CCN(CC(=O)N(C)Cc3ccccc3)CC2C)c1 (configuration not stated)	1%	3%	-24%	-6%	8%	-1%	0%	10%
CC1=NN(Cc2cc(C(C)(C)C)c(O)c(C(C)(C)C)c2)C(=O)C1	-14%	5%	18%	-14%	-10%	-3%	-1%	0%
O=C(NCCCNC(=O)c1cnccn1)c1ccc(Cl)cc1	-15%	-1%	13%	3%	-9%	2%	-4%	-2%
Nc1ccc(OC(=O)Nc2ccc(O)cc2)cc1	i	-1%	32%	7%	-22%	17%	-7%	-12%
Cc1cccc(CCNC(=O)c2cccc3c2C(=O)N(C2CCCCC2)C3)c1	-4%	-11%	28%	10%	-26%	6%	-4%	-5%
C[C@@]12CCC=C[C@H]1[C@H](c1ccc3ccccc3c1Br)N(Cc1ccccc1)C2=O	-36%[inhibitor]	12%	?	-23%	-6%	8%	21%	2%
C[C@@H]1CN([C@H](C)CO)C(=O)c2c(c3ccccc3n2C)-c2ccccc2CO[C@@H]1CN(C)C(=O)Nc1ccccc1C(F)(F)F	-14%	7%	-14%	-8%	23%	1%	-5%	20µM*
O=C(CCCSc1nc2ccccc2s1)NCc1ccc2c(c1)OCO2	-70%[inhibitor]	-2%	9%	12%	0%	-2%	6%	2%
Cc1ccc(NC(=O)Nc2cccnc2)cc1NC(=O)Nc1cccnc1	-10%	-5%	-8%	-18%	-10%	-3%	8%	1%
COCCN(C(=O)CN1CCc2ccccc2C1)c1c(N)n(Cc2ccccc2)c(=O)[nH]c1=O	-25%[57.5 µM]	11%	30%	3%	6%	-2%	-3%	8%
O=S(=O)(c1ccccc1)N(Cc1ccccc1)c1ccccn1	-7%[57.5 µM]	0%	20%	10%	-2%	7%	-8%	?
O=S(=O)(Nc1ccc(C(F)(F)F)cn1)c1ccccc1	-1%	-6%	-10%	-3%	12%	3%	12%	28%
O=C(Nc1cccnc1)c1ccc(S(=O)(=O)N2CCCCCC2)cc1	-15%[57.5 µM]	-8%	40%	-8%	-14%	8%	-2%	-1%
CCOc1ccc(N(CC(=O)Nc2ccccc2C)S(=O)(=O)c2c(C)[nH]c(=O)[nH]c2=O)cc1	i	-1%	5%	10%	25%	0%	-8%	-15%
O=C(Nc1ccc(N2CCCCCC2)cc1)c1ccc[nH]1	-35%	6%	4%	25%	-8%	1%	2%	16%
COc1ccc([C@H]2CC(=O)C=C(c3cc(C)ccc3F)C2)cc1	i	-22%	?	-13%	3%	13%	?	20µM*
O=C(Nc1cccnc1)Nc1cccc([N+](=O)[O-])c1	-17%	0%	14%	0%	-6%	13%	-4%	18%
COc1ccccc1NC(=O)COC(=O)c1oc2ccccc2c1C	-71%[inhibitor]	-3%	4%	7%	-21%	11%	2%	-8%
COc1cc(/C=C2/C(=O)N(C)C(=S)N2C)ccc1OCc1cccc(F)c1	i	6%	-12%	1%	-8%	-5%	4%	-1%
COc1ccc(N=C2S/C(=C\c3ccc(OC(C)C(=O)O)c(OC)c3)C(=O)N2CCc2c[nH]c3ccccc23)cc1 (configuration not stated)	-30%	5%	2%	9%	2%	6%	-25%	1%

5 entries from above, sorted by formula weight, smallest number first.
SMILES	PTHR1 agonist	EPAC2 antag	FUS yeast rescue	EPAC1 agonist	EPAC1 antagonist	EPAC2 ag	aSyn yeast inh	TDP43 rescue
O=C(Nc1ccc(N2CCCCCC2)cc1)c1ccc[nH]1	-35%	6%	4%	25%	-8%	1%	2%	16%
COc1ccccc1NC(=O)COC(=O)c1oc2ccccc2c1C	-71%[inhibitor]	-3%	4%	7%	-21%	11%	2%	-8%
O=C(Nc1cccnc1)c1ccc(S(=O)(=O)N2CCCCCC2)cc1	-15%[57.5 µM]	-8%	40%	-8%	-14%	8%	-2%	-1%
COc1cc(/C=C2/C(=O)N(C)C(=S)N2C)ccc1OCc1cccc(F)c1	i	6%	-12%	1%	-8%	-5%	4%	-1%
CCOc1ccc(N(CC(=O)Nc2ccccc2C)S(=O)(=O)c2c(C)[nH]c(=O)[nH]c2=O)cc1	i	-1%	5%	10%	25%	0%	-8%	-15%

Continuation:
SMILES	PTHR1 agonist	EPAC2 antag	FUS yeast rescue	EPAC1 agonist	EPAC1 antagonist	EPAC2 ag	aSyn yeast inh	TDP43 rescue
Cn1ncc2c(=O)[nH]nnc21	i	10%	/	-1%	6%	1%	3%	0%
Cc1cccc(N2C(=O)C(O)=C(C(=O)c3cccs3)C2c2ccc(Cl)cc2)n1 (configuration not stated)	-13%	-2%	?	-8%	-16%	-8%	-40%[inhibitor]	-38%[inhibitor]
COc1ccc(Nc2nc(OC)nc(N3CCOCC3)n2)cc1	-13%	4%	-12%	-10%	-1%	-1%	3%	6%
C=CCn1c(-c2cnn(-c3ccccc3)c2N)n[nH]c1=S	i	-4%	7%	9%	-11%	5%	2%	1%
CC(C)c1ccc(NC(=O)CSc2nc(=O)n(CCN3CCOCC3)c3c2CCC3)cc1	-26%	-1%	6%	7%	-6%	-1%	-2%	15%
COCCN(C(=S)Nc1ccccc1OC)C1CCN(C(C)C)CC1	i	5%	9%	7%	-23%	6%	-7%	17%
CCOC(=O)C1Cc2ccccc2C(=O)O1 (configuration not stated)	24%	18%	-2%	2%	15%	4%	-8%	-18%
CNC(=O)c1ccsc1NC(=O)c1ccc2c(c1)CCCC2	-71%[inhibitor]	-16%	-5%	4%	?	23%	-19%	19%
O=C(NCc1ccc(F)cc1F)[C@@H]1CCCN1C(=O)[C@@H]1CCCN1C(=O)c1ccccc1	i	0%	-11%	9%	2%	6%	2%	14%
CC(C)C(OC(=O)Cn1nnc2ccccc21)C(=O)NC1CCCC1 (configuration not stated)	-1%	6%	6%	4%	14%	11%	-17%	-6%
COCCSc1ccccc1C(=O)NCc1ccc2c(c1)OCO2	i	9%	8%	-3%	-8%	4%	-15%	1%
Cc1ccc(-c2nc(NC(=O)CSc3nnnn3-c3ccccc3)ns2)cc1	-65%[inhibitor][57.5 µM]	4%	-5%	15%	-5%	-2%	-1%	-3%
Cc1ccc(-n2nc(C)c(NS(=O)(=O)c3ccccc3)c2C)cc1C	-4%	-15%	10%	17%	-12%	21%	11%	26%
COc1cccc(Nc2nc(-c3sc(NC(=O)c4ccccc4)nc3C)cs2)c1	i	6%	20%	-12%	-1%	-3%	-9%	?
Cc1ccc(OCC(=O)Nc2ccc(O)c(C(=O)O)c2)cc1C	-12%[57.5 µM]	-4%	-2%	1%	0%	8%	0%	-6%
CCn1cc([N+](=O)[O-])c(C(=O)N2N=C(c3ccc(OC)cc3OC)CC2c2ccccc2O)n1 (configuration not stated)	i	-13%	/	7%	-20%	6%	2%	10%
O=C(COC(=O)Cc1ccc(Cl)cc1)NCCc1ccccc1	19%	-11%	-6%	4%	0%	6%	1%	?
O=C1c2cccc([N+](=O)[O-])c2C(=O)N1c1cccnc1	-4%	5%	-2%	8%	-1%	4%	3%	-3%
CCc1ccc(NC(=O)C(=O)NNC(=O)COc2cccc(OC)c2)cc1	i	-2%	5%	0%	-9%	-14%	1%	6%
CN1C(=O)CC(N2CCN(c3ccc(Cl)c(Cl)c3)CC2)C1=O (configuration not stated)	-13%	-5%	14%	5%	-22%	5%	6%	?
COc1ccc(S(=O)(=O)Nc2ccccc2C(=O)N2CCOCC2)cc1F	i	7%	/	-1%	3%	5%	2%	0%
Cc1ccccc1[C@H](NC1c2ccccc2C=Cc2ccccc21)P(=O)(c1ccccc1)c1ccccc1	-12%	-19%	10%	-1%	-11%	7%	3%	?
OCCNc1ncnc2ccc(Br)cc12	-6%[57.5 µM]	-7%[57.1 µM]	-6%	-5%	-1%	4%	-1%	-12%
CC(=O)Nc1ccc(NC(=O)CC(c2ccccc2)c2ccccc2)cc1	-5%	10%	7%	-4%	-6%	2%	1%	14%
CN(C(=O)COC(=O)c1ccc2c(=O)n3c(nc2c1)CCC3)c1ccccc1	i	13%	-7%	-1%	-2%	-8%	-9%	14%
CCCCOP(=O)(OCCCC)C1(C)CC(=O)CC(C)(C)C1 (configuration not stated)	-11%	-6%	16%	-20%	-4%	-7%	-1%	-15%
C[C@]12CCC(=O)C[C@@H]1CC[C@@H]1[C@@H]2CC[C@]2(C)C=CC[C@@H]12	-1%	-8%	-18%	-23%	10%	2%	-3%	23%
CCc1nnc(NC(=O)C2Cc3ccccc3CN2S(=O)(=O)c2ccc(C)cc2)s1 (configuration not stated)	i	-4%	14µM*	14%	4%	13%	1%	17%
C(#Cc1ccccc1)CN1CCCCC1	0%	6%	-6%	2%	-5%	4%	-10%	-9%
COC(=O)C[C@H]1c2cc(C(F)(F)F)ccc2S(=O)(=O)N1C1CCCCC1	i	-9%	-14%	-9%	-9%	12%	2%	31%
CCN1CCN(C(=S)c2ccc(SC)cc2)CC1	i	3%	15%	5%	-2%	11%	-10%	-22%
CCOC(=O)N1CCN(C2=Nc3cccc4cccc2c34)CC1	-31%[inhibitor][57.5 µM]	-4%	-13%	4%	7%	12%	0%	-12%
CC(=O)Nc1ccc(SCC(=O)OCC(=O)NC(=O)NCCC(C)C)cc1	i	-6%	6%	-5%	18%	4%	-2%	-20%[9.22 µM]
CCC(=O)OC1(C)C(=O)C=C2C=C(c3ccsc3)OC=C2C1=O (configuration not stated)	-22%	2%	27%	2%	-30%	17%	-18%	?
Cc1cccc[n+]1CC(=O)c1ccc2c(c1)OCCO2	i	3%	3%	8%	-4%	7%	1%	22%
COc1ccc(N(C(=O)c2ccccc2OC)C2C=CS(=O)(=O)C2)c(OC)c1 (configuration not stated)	15%[57.5 µM]	12%	6%	-11%	5%	-1%	6%	-13%
Cc1ccn2c(=O)nc(SCC(=O)NCc3ccco3)nc2c1	i	15%	24%	-37%[inhibitor]	-7%	2%	2%	-14%
COc1ccc(-c2ccc3c(=O)cc(-c4ccsc4)oc3c2)cn1	i	20%	12%	-40%[inhibitor]	-14%	-23%	-2%	21%

Only part of the results is shown; rates above refer to the full screens.
